Source: PubChem BioAssay
Lamin A splicing: changes lamin A minigene splicing in HeLa cells. HeLa LMNA splicing GFP/RFP minigene ratio, 48 h. Potency, µM (doses to about 46.1 µM), without a hit: top-dose ratio change, negative = inhibition, actives largely listed as inhibitors. AID 1487. actives 0.01% (n = 200,000); active means well fitted inhibition curve with a large enough effect in the signal ratio, with a control signal flat, not every such curve was filed as active; inconclusive means small, poorly fitted or top-dose-only effect, or effect the other way, or a change in a side signal; the % refers to the signal ratio; further: potency means the concentration at half of the fitted maximal effect; on the % scale 0 is the no-effect control and ±100 the full control effect
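S3 HeLa cells stably expressing lamin A-EGFP splicing minigene plus DsRed2, 600 cells/well, 48 h compound exposure at 37C. Laser-scanning cytometry; analysed as GFP (500-530 nm)/RFP (575-640 nm) total intensity ratio; 0.5% DMSO vehicle.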
HTT aggregate: reduces HttQ103-GFP aggregates in PC12 cells | AID 1688 | PC12 HttQ103-GFP aggregates, Acumen cytometry, 40 h | actives 1.1% (n = 220,000) | Potency, µM (doses to about 46.1 µM), without a hit: at the top dose activity change, negative = inhibition, hits mostly inhibitors; further: potency means the concentration at half of the fitted maximal effect; on the % scale 0 is the no-effect control and ±100 the full control effect; nearly all actives have a fitted effect of over 60% in size
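PC12 cells with ecdysone-inducible HTT exon1 Q103-GFP, induced by 100 nM tebufenozide, given compounds in a concentration series. GFP aggregates (1–25 um, 6 SD above background) counted in lysates by laser-scanning cytometry, 488 nm excitation.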
HTT ATP protect: Huntington cell model cytoprotection by ATP luminescence; Potency, µM (doses to about 56.4 µM), inactives show cytoprotection (ATP increase), usual class: activators; actives 0.14% (n = 230,000); PC12 HTT-Q103 induced, cytoprotection, ATP luminescence, 40 h;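 further: potency means the concentration at half of the fitted maximal effect; % of control where 0% means no effect; nearly all actives have a fitted effect of over 45% in size; toxic huntingtin expression switched on by the ecdysone agonist tebufenozide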
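PC12 cells with ecdysone-inducible HTT exon 1 Q103-GFP, induced with 100 nM tebufenozide and co-treated with library compounds in a dose series (1536-well, 1500 cells/well). Cytoprotection read as ATP content by ATPlite luminescence.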
SMN2 splice enh: increases expression of the SMN2 splice variant. HEK293 SMN2-luciferase splicing reporter, luminescence, 30-36 h. Potency, µM (top dose mostly 46.1 µM), inactives show at the top dose activity change, positive = activation, most hits filed as activators. actives 2.8% (n = 210,000). AID 1458; further: potency means the concentration at half of the fitted maximal effect; % of control where 0% means no effect; nearly all actives have a fitted effect of over 55% in size
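HEK293 cells carry an SMN2 […]–luciferase reporter in which exon 7 inclusion puts luciferase in frame. Cells were plated 10-12 h before compound addition, then incubated 30-36 h at 37C. ONE-Glo luminescence was read; sodium butyrate at 4.5 mM final served as control.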
IMPase Li cell: IMPase inhibition in cells with lithium potentiation; Potency, µM (top dose mostly 59.4 µM), for inactives: at the top dose activity, negative = IMPase inhibition, actives largely listed as inhibitors; actives 0.35% (n = 210,000); CHO-M1 cells, IP1 TR-FRET (IP-One), carbachol + lithium;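 further: IP1 builds up when IMPase is blocked and the TR-FRET signal falls; potency means the concentration at half of the fitted maximal effect; plate controls were basal vehicle for no effect and high inhibitor control for full effect; nearly all actives have a fitted effect of over 50% in size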
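Lithium-sensitised IP1 accumulation assay; M1-expressing CHO cells treated 30 min at 37C with compound. Competitive antibody detection by time-resolved FRET followed a 10 min room-temperature lysis step.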
CBFb-RUNX1 inh: inhibitors of human CBF-beta and RUNX1 interaction | AlphaScreen CBFb-His/RUNX1-biotin binding, biochemical | Potency, µM (top dose mostly 59.8 µM), for the others: at the highest dose activity, negative = inhibition, hits mostly inhibitors | Q01196+Q13951 | 230,000 tested, under 10 active | AID 1477; further: % of control where 0% means no effect
Target sequence (Q01196 whole entry, looked up): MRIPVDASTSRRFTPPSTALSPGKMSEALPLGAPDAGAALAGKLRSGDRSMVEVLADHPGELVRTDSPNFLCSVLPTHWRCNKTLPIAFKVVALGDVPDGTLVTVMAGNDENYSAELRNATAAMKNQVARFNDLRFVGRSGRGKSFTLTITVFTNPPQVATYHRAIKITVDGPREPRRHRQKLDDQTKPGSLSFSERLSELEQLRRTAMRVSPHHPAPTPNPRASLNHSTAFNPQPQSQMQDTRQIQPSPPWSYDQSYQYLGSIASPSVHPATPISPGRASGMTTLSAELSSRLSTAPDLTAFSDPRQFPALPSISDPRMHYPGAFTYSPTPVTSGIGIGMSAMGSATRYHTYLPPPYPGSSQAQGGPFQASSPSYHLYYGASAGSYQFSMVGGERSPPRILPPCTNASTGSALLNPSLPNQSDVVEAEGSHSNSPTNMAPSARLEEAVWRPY
Target sequence (Q13951 whole entry, looked up): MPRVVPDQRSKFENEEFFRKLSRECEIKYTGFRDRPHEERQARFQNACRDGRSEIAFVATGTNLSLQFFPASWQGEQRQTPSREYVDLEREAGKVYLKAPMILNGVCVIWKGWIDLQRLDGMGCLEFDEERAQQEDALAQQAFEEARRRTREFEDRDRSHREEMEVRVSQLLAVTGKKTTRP
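Bead-based AlphaScreen assay; binding partners His-tagged CBF-beta and biotinylated RUNX1 at 30 nM each. Compound exposure 15 min after a 20-min protein preincubation; bead step 90 min; all steps at room temperature.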
Luc counter: Kinase-Glo luciferase inhibition (counter-screen) | actives 0.28% (n = 200,000) | AID 1379 | Q27757 | Kinase-Glo luciferase, ATP luminescence, 8 min | Potency, µM (series often up to 38.3 µM), inactives show at the highest dose activity change, negative = inhibition, actives largely listed as inhibitors; further: potency means the concentration at half of the fitted maximal effect; on the % scale 0 is the no-effect control and ±100 the full control effect; nearly all actives have a fitted effect of over 60% in size
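Inhibition of Kinase-Glo luciferase light generation was assessed at 10 uM ATP in pH 7.2 imidazole buffer, with luminescence measured after eight minutes at ambient temperature.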
The depositor's hits bear a star; ? = inconclusive; . = no result given; [ ] = remark or other dose. Unless noted, the call rests on the fitted dose curve; in most records, active means well fitted curve in the direction sought with a large enough effect; inconclusive means small, poorly fitted or top-dose-only effect, or another doubt; inactive means no such curve, though single readings can be large; an effect the other way counts as inactive or inconclusive.

SMILES	Lamin A splicing	HTT aggregate	HTT ATP protect	SMN2 splice enh	IMPase Li cell	CBFb-RUNX1 inh	Luc counter
O=C(Nc1ccc(C2CC2(Cl)Cl)cc1)c1ccccc1Br (stereo not given)	?	0%	-18%[10 µM]	?	14%	-3%	-4%
C=CCOC(=O)/C(=C/c1cccnc1)NC(=O)c1ccccc1	.	19%[9.22 µM]	1%[10 µM]	.	.	1%	.
COc1cc2nc(=S)n3[nH]c(CCn4c(C)nc5ccccc54)nc3c2cc1OC	-8%	-17%	-6%	-25%	11%[38.3 µM]	-2%	1%
O/N=C\c1cccn1-c1ccc(Br)cc1	-8%	?	6%	0%	36%[activator][38.3 µM]	?	2%
CCCn1c(C)nc2c(NCCCN(CCO)CCO)nc(C)nc21	.	.	14%	-10%	-6%	6%	-2%
O=C(CN1C(=O)c2ccccc2C1=O)NCc1ccc(N2CCOCC2)cc1	3%[46 µM]	0%[9.22 µM]	13%[10 µM]	.	.	15%	.
O=C1C(NS(=O)(=O)c2cccs2)=C(N2CCN(c3ccccc3)CC2)C(=O)c2ccccc21	-5%	14%	-4%	-18%	49%[activator][38.3 µM]	-15%	-10%
Cc1ccc(NC(=O)C2CCN(S(=O)(=O)c3cnc[nH]3)CC2)cc1C	-1%	0%	.	-24%	0%	3%	2%
COC(=O)c1cccc(-n2c(CCC(=O)O)ccc2-c2cccs2)c1	1%[46 µM]	-14%[9.22 µM]	11%[10 µM]	.	.	6%	.
N#Cc1c(-c2ccco2)nc(SCC(=O)Nc2ccc(S(N)(=O)=O)cc2)[nH]c1=O	-4%	15%[9.22 µM]	?	-6%	-3%[38.3 µM]	-2%	4%
CCOC(=O)c1c(-c2ccc(C)c(C)c2)csc1NC(=O)C1CC=CCC1C(=O)O (stereo not given)	9%	-7%	-1%	-3%	16%[38.3 µM]	-5%	-2%
C=C(C)CN(CC#N)CC(=C)C	.	.	-9%[10 µM]	8%[9.22 µM]	3%	.	-4%[7.66 µM]
CCCC(NC(=S)NCC1CCCO1)C12CC3CC(CC(C3)C1)C2 (stereo not given)	.	?	-30%	.	9%	0%	.
Cn1c(O)c(N=NC(=N)N)c2ccccc21	.	3%[9.22 µM]	-15%[10 µM]	.	.	-2%	.
CCOc1ccc(C=NC23CN4CN(CN(C4)C2)C3)cc1	7%	15%	-8%[0.074 µM]	6%	1%[38.3 µM]	2%	-1%
Nc1ccccc1C(=O)Nc1cccc(C(=O)O)c1	11%	6%	-3%	17%	-10%[38.3 µM]	6%	-18%
CCOC(=O)C1CCN(C(=O)c2cc3ccccc3oc2=O)CC1	.	7%	.	?	-5%	-2%	0%
Cn1c(C(=O)Nc2ccccc2)cc2sccc21	-2%	8%	-10%	?	0%[38.3 µM]	2%	-8%
CCC1(CC)Cc2ccccc2-c2nc3ccccc3c(=O)n21	-5%	-2%	-4%	-17%	13%[38.3 µM]	17%	-2%
CC(=O)OCCNc1cc(N2CCN(C)CC2)c2noc3c2c1C(=O)c1ccccc1-3	1%	-21%	-23%	-22%	53%[activator]	?	-11%
CC(=O)C(Sc1ccc2nnc(-c3cccnc3)n2n1)C(C)=O	-4%[9.22 µM]	-30%	-31%[inhibitor]	-11%	2%	-3%	0%
CCN(CCCNC(=O)CC(C(=O)N1CCc2ccccc21)n1ccnc1)c1ccccc1 (stereo not given)	4%	0%	-27%	-12%	31%[activator][38.3 µM]	-25%	-5%
COc1cc(Nc2ccc(C(=O)O)cc2[N+](=O)[O-])cc(OC)c1	?	-2%	.	-3%	0%	-2%	2%
O=C(Cn1cnc2scc(-c3ccc(Br)cc3)c2c1=O)N1CCOCC1	27%[46 µM]	7%	-37%	0%	13%	9%	-1%

Grouped by structure: the entries above with a cyano group (two)
SMILES	Lamin A splicing	HTT aggregate	HTT ATP protect	SMN2 splice enh	IMPase Li cell	CBFb-RUNX1 inh	Luc counter
N#Cc1c(-c2ccco2)nc(SCC(=O)Nc2ccc(S(N)(=O)=O)cc2)[nH]c1=O	-4%	15%[9.22 µM]	?	-6%	-3%[38.3 µM]	-2%	4%
C=C(C)CN(CC#N)CC(=C)C	.	.	-9%[10 µM]	8%[9.22 µM]	3%	.	-4%[7.66 µM]

Other structures follow:
SMILES	Lamin A splicing	HTT aggregate	HTT ATP protect	SMN2 splice enh	IMPase Li cell	CBFb-RUNX1 inh	Luc counter
O=C(c1scc2c1CCCC2)N1CCCCC1	-5%	19%	8%	-5%	20%[38.3 µM]	5%	-5%
N[C@@H]1C(O)OC(CO)C(O)C1O (stereo not given in full)	16%	-7%	-44%[inhibitor]	-3%	5%	6%	-1%
COc1ccc(-c2csc(/C(C#N)=C(\O)CSc3nccn3C)n2)cc1OC	-2%	?	-32%	-7%	2%[38.3 µM]	?	-2%
Cc1cccc2c1CC(C)(C)N=C2C1=C(O)CC(C)(C)CC1=O	14%	-2%	?	3%	4%[38.3 µM]	-5%	-7%
CC(C)(C)c1nc(CN2CCCCC2)cc(CN2CCCCC2)c1O	7%	-1%	3%	-1%	17%[38.3 µM]	13%	-4%
O=[N+]([O-])/C(C(Cl)=C(Cl)Cl)=C(/Sc1ccccc1)N1CCCCC1	.	8%[9.22 µM]	6%[10 µM]	.	.	8%	.
Clc1ccc2c(c1)C(N1CCNCC1)Cc1ccccc1S2 (stereo not given)	-3%	-19%	20%[1.9 µM]	-13%	27%	-1%	2%
COc1ccccc1CC(=O)Nc1ccc(F)cc1F	.	-11%	-33%[inhibitor]	9%	1%	?	-1%
CCN1C(=O)/C(=C/N(C(C)=O)c2ccccc2)N(c2ccccc2)C1=S	?	?	-26%	6%	32%[activator][38.3 µM]	7%	2%
CSCCC(NC(=O)c1ccccc1)C(=O)OCC(=O)c1ccc[nH]1 (stereo not given)	4%	11%	4%[10 µM]	-8%	1%	0%	-4%
COc1ccc(CCNS(=O)(=O)c2ccc(S(=O)(=O)N3CCCC3)cc2)cc1OC	?	8%	-22%	-28%	6%[38.3 µM]	-7%	-3%
CCOc1ccc2ccccc2c1CNCCN1CCOCC1	-7%	-7%	-19%[0.074 µM]	-16%	4%[38.3 µM]	3%	13%
O=C(COC(=O)c1ccc([N+](=O)[O-])o1)Nc1cccc(S(=O)(=O)N2CCOCC2)c1	9%	-6%	-26%[10 µM]	-4%	5%	-3%	0%
COc1ccc2c(c1)CCN(C(=O)CCl)C2C1C(=O)CCCC1=O (stereo not given)	?	-5%	-7%[10 µM]	-3%	3%	5%	2%
COc1ccc([N+](=O)[O-])cc1NC(=O)CCC(=O)c1cccs1	-1%[46 µM]	18%	-15%[10 µM]	-30%	15%	10%	3%
O=C(Nc1ccccc1)c1cccc(S(=O)(=O)NCc2ccco2)c1	-6%	-6%	1%	7%	-2%[38.3 µM]	-5%	-8%
CCCCNC(=O)C1C2C=CC(C2)C1C(=O)O (stereo not given)	2%	2%	.	-4%	-3%	12%	0%
COc1ccc(CN(CC2CCCO2)C(=O)CN2C(=O)COc3ccccc32)cc1OC (stereo not given)	-12%	21%	-15%[10 µM]	-6%	-2%	4%	-2%
CCOc1ccc(-c2c(C(=O)N/N=C/c3ccc(C)cc3)nnn2-c2nonc2N)cc1	.	15%[9.22 µM]	17%[10 µM]	.	.	3%	.
Cc1ccc(OC(=O)C(F)(F)F)c2c1NCCC2	0%	-28%	16%	7%	21%[38.3 µM]	10%	5%
O=C(/C=C/c1ccc(Cl)cc1)NC(=S)NN1CCCCC1c1cccnc1 (stereo not given)	-14%	8%	14%[10 µM]	-23%	-2%	8%	0%
CN1CCN(c2ccccc2NC(=O)c2ccc(-c3cccc([N+](=O)[O-])c3)o2)CC1	-5%	5%	-35%[10 µM]	-1%	22%	-10%	-1%
Cc1ccn(CCC(=O)N2CCCC(CCC(=O)NCc3ccc(F)c(F)c3)C2)n1 (stereo not given)	.	10%[9.22 µM]	12%[10 µM]	.	7%	7%	.
CCOC(=O)c1c(C)oc2cc(Br)c(OC(C)C(=O)OCC)cc12 (stereo not given)	?	?	-5%	-8%	10%[38.3 µM]	?	-3%
O=C(Nc1ccccc1-c1nc2ccccc2s1)C1=COCCO1	-11%	-12%	15%[10 µM]	-18%	?	-10%	4%
Cc1ccc(C2C3=C(CCCC3=O)Nc3c2c(C)nn3-c2ccccn2)o1 (stereo not given)	-12%[46 µM]	8%	-8%	16%	5%	-16%	-3%
Cc1ccc(C(C)C)c(OCC(=O)NN=C2CCCC2)c1	.	10%	19%[10 µM]	-12%	-5%	-1%	2%
CCCOC(=O)c1ccc(N2C(=O)c3ccccc3C2=O)cc1	1%	5%	-5%[10 µM]	6%	-1%	4%	2%
O=C1NC2(CCCC2)C(=O)N1Cc1cc(=O)n2ccsc2n1	13%[46 µM]	5%[9.22 µM]	9%[10 µM]	.	.	-2%	.
O=C(NC(=S)Nc1ccc(CN2CCOCC2)cc1)c1ccc(-c2cccc(Cl)c2)o1	.	3%[9.22 µM]	-8%[10 µM]	.	.	-22%	.
Cc1ccccc1S(=O)(=O)Nc1cccnc1	7%	-3%	11%[1.9 µM]	-27%	6%	8%	-2%
Cc1[nH]c2ccccc2c1/C=N/Nc1ccccc1[N+](=O)[O-]	.	12%	1%[10 µM]	1%	17%	.	-29%
CCC(C)(C)n1nnnc1C(c1ccc2ncccc2c1)N1CCN(Cc2ccc3c(c2)OCO3)CC1 (stereo not given)	5%	2%	2%	-6%	14%[38.3 µM]	-5%	2%
CC(C)c1nnc(NC(=O)C2CCN(c3nc4ccccc4s3)CC2)s1	14%	13%	-8%	-12%	28%[38.3 µM]	-1%	0%
CCc1ccccc1NC(=O)N[C@@H](C)C(=O)O	0%	10%	-16%[0.074 µM]	-7%	-6%[38.3 µM]	4%	-3%
Cn1c(=O)[nH]c2cc(Cl)cnc21	?	-10%	6%	-1%	-1%[38.3 µM]	-5%	-6%
CCc1c(C)nc2ncnn2c1NCCc1ccc(OC)cc1	?	?	-69%[inhibitor][10 µM]	-61%[inhibitor]	21%[38.3 µM]	3%	-1%
